# Screening data deposited in PubChem by several laboratories.
# MLLE-PAM2 inh = blocks PAM2 peptide binding to the PABP1 MLLE domain. P11940. GST-MLLE / FITC-PAM2 fluorescence polarization. inhibition, % at 20 µM. 0.36% of 360,000 active. AID 588489; in the data active means inhibition above about 35%, passing the limit was not always enough;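 further: plate controls were DMSO wells with GST-MLLE for no effect and wells lacking GST-MLLE protein for full effect; some results filed as inactive read as strong as hits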
# bovine MsrA act = activates bovine MsrA enzyme; purified bovine MsrA, absorbance read-out; activation, % at 10.6 µM; 0.3% of 360,000 active; in the data active means activation above about 7.5%;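 further: 0% = vehicle and 100% = reference activator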
# Neddylation inh = blocks human cullin neddylation. P61081+Q13564. TR-FRET cullin neddylation, biochemical. calls only at 25 µM. 0.58% of 360,000 active. AID 651699; in the data active means inhibition above about 36%
# MT1-MMP act inh = inhibitors of human MT1-MMP activation | HT1080 RFP-PRO-GFP cells, GFP/RFP ratio fluorescence, overnight; percent of plate control window, DMSO zero | AID 651647 | 0.061% of 360,000 active | GFP/RFP ratio change, % at 20 µM;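 active means GFP/RFP ratio change of at least 30% with cell ATP level not reduced by more than half and red fluorescence within 50% of control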; further: strong numbers were not always called active
#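 Assay system: RFP-PRO-GFP reporter HT1080 cells; read-out basis: GFP/RFP fluorescence ratio; benchmarks: DMSO wells and RFP-L50D-GFP cells; doses: 20 µM single dose, 1% DMSO; schedule: overnight cell settling, then overnight compound exposure, 37 °C, 5% CO2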
# NRP1-CendR mod = NRP-1/CendR interaction modulation | 0.85% of 360,000 active | inhibition, % at 25 µM | O14786 | AID 602438 | FAM-RPARPAR peptide binding to NRP-1, fluorescence polarization;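 active means inhibition or corrected inhibition above about 18%, plus a signal ratio from 0.5 to 1.5, limit read from the data, passing the limit was not always enough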; further: strong numbers were not always called active
# Target sequence (O14786 whole entry, looked up): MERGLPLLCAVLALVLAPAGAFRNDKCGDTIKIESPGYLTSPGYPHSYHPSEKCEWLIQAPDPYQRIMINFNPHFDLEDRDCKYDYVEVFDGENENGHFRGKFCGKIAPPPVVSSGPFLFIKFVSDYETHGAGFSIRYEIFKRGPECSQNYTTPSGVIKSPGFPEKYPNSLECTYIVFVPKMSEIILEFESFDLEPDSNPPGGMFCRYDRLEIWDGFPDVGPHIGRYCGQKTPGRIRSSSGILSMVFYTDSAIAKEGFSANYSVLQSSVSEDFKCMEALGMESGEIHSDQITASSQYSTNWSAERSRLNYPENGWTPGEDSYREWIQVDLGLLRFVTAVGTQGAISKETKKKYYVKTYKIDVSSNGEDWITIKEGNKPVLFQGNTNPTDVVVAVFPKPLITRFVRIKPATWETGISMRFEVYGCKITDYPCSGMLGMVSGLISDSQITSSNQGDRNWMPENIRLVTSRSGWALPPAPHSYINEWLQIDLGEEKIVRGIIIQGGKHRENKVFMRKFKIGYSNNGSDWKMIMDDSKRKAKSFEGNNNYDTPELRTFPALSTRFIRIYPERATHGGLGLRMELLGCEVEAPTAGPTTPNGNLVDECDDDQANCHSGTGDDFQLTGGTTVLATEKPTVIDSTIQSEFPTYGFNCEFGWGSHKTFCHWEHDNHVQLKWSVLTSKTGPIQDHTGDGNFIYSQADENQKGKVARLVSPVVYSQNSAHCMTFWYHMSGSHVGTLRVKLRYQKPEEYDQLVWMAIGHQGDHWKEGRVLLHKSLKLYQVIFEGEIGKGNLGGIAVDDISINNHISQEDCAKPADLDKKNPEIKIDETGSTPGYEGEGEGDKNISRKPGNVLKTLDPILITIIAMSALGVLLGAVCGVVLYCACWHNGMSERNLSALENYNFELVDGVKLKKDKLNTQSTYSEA
# SKN-1 block = blocks SKN-1 activity in C. elegans. C. elegans VP596 Pgst-4::GFP/RFP ratio, acrylamide-induced, 24 h. inhibition, % at 21.8 µM. 0.49% of 360,000 active;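 active means interference check ratio from 0.5 to 1.5 plus GFP to RFP signal ratio inhibition reaching or exceeding a fixed threshold, cut at about 30% in these data, passing the limit was not always enough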; further: some compounds called inactive have numbers as strong as hits
# Rin1 Abl inh = inhibitors of human Rin1-Abl protein interaction. inhibition, % at 7.35 µM. TR-FRET Rin1/Abl binding, biochemical. 0.4% of 360,000 active. P00519+Q13671; in the data active means inhibition above about 5%, passing the limit was not always enough
# eLon inh = E. coli protease La inhibition; P0A9M0; purified E. coli Lon protease, fluorescence polarization; inhibition, % at 7.94 µM; 0.42% of 360,000 active; AID 602123; in the data active means inhibition above about 13%, passing the limit was not always enough;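 further: 0% = enzyme with probe and DMSO and 100% = no enzyme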
# FAS TE block = blocks the thioesterase domain of human fatty acid synthase. 0.67% of 360,000 active. inhibition, % at 15 µM. P49327. recombinant FAS-TE, OMFH fluorogenic substrate, fluorescence endpoint;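 active means compounds whose normalised, plate-corrected inhibition of enzyme fluorescence in the single-dose primary screen is 50% or more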;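 further: 0% = DMSO with enzyme and 100% = substrate without enzyme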
# * marks the source's active call; other numbers are inactive results; i = inactive; / = no result given.
SMILES,MLLE-PAM2 inh,bovine MsrA act,Neddylation inh,MT1-MMP act inh,NRP1-CendR mod,SKN-1 block,Rin1 Abl inh,eLon inh,FAS TE block
O=S(=O)(NCc1cccnc1)c1ccc2c(c1)OCCO2,0,-2,i,5,4,1,0,-7,-7
CCn1c(CNC(=O)c2cc(OC)c(OC)c(OC)c2)cc2cc(C)ccc21,-19,-2,i,-4,-1,-5,0,-10,8
CCCCn1c(SCC(=O)NC(C)(C)C)nnc1-c1ccco1,-5,-3,i,4,8,7,3,1,-5
CC1=NN(C(=O)c2ccccc2Br)C(O)(c2ccc(Cl)cc2)C1 (stereo not drawn),4,-6,i,-3,7,6,-1,1,-3
CCOC(=O)c1ccc(-c2ccc(-c3cc(=O)oc4cc(OC)c(OC)c(OC)c34)cc2)cc1,-8,2,i,-2,-6,-9,0,3,24
CC(C)(C)OC(=O)N1CCC[C@@H]1CO,-10,-3,i,4,-11,16,-1,0,-2
CCc1nc2ccc(C(=O)N3CCN(c4ccccc4)CC3)cn2c1N(C)CCC(C)C,-7,-2,i,-7,4,8,1,-2,13
C=CCSc1nnc(CNC(=O)c2ccc(Cl)cc2)n1CC,5,-1,i,0,5,-9,2,0,-4
CN(Cc1ccccc1)C1=CC(=[N+]2CCCCC2)CC(C)(C)C1,-125,-18,i,-4,1,-6,-4,4,-3
Cc1ccc(N(Cc2cc(=O)[nH]c3ccccc23)C(=O)CCl)cc1,-9,0,i,-12,0,5,1,0,0
COc1cc(NC(=O)COc2ccc(F)cc2)nc(OC)n1,0,-1,i,6,11,-2,2,-5,-4
Cc1cccc(-n2ncc3c(N4CC(C)CC(C)C4)ncnc32)c1 (stereo not drawn),8,0,i,-5,3,-1,-1,-3,20
COc1ccc(Cn2c(=O)[nH]c3cc(C(=O)N4CCN(c5ccc(OC)cc5)CC4)ccc3c2=O)cc1,-1,-3,i,1,-9,7,-3,3,-3
Cc1ccc(-n2nc(C(=O)O)cc2-c2ccccc2)cc1,13,5,i,-5,-8,9,1,2,-7
NC(=S)NN=C1CCC(C2CCCCC2)CC1 (stereo not drawn),0,-2,i,-5,4,6,2,-10,0
O=C(O)c1cc(-c2ccccc2)on1,13,-7,i,-1,-9,1,1,-5,-7
CC1CCCN(C(=O)c2ccc3nc[nH]c3c2)C1 (stereo not drawn),-4,-2,i,2,0,7,0,2,-10
CS(=O)(=O)c1ccccc1-c1nnc(NC(=O)Cc2ccccc2)o1,9,-9,i,-5,-3,0,-2,0,-7
CC(C)c1nnc(NC(=O)COc2ccc3ccccc3c2)s1,7,-2,i,0,11,-15,3,-8,-1
CC1(C)C2CCC1(CS(=O)(=O)N1CCCc3ccccc31)C(=O)C2 (stereo not drawn),-11,-1,i,2,-3,-7,2,-6,0
COc1ccccc1N1CC(C(=O)OC(C)C(=O)N2CCCc3ccccc32)CC1=O (stereo not drawn),-3,-3,i,-2,5,-21,-3,-15,-6
CCOC(=O)C1(Cc2cccc(OC)c2)CCN(C(C)COC)CC1 (stereo not drawn),-2,-4,i,-1,5,10,1,-1,-9
CCCn1nc2cc(C(=O)NCc3ccccc3OC)ccc2c1OCC,15,-8,/,2,10,17,2,-3,-7
CCc1nc(N2CCOCC2)c(C#N)c2c1CCCC2,5,-2,i,-9,4,5,-2,0,4
O=C(O)c1ccc(S(=O)(=O)N2CCOCC2)o1,-3,-1,i,4,13,-6,0,-1,-5

# (continued)
SMILES,MLLE-PAM2 inh,bovine MsrA act,Neddylation inh,MT1-MMP act inh,NRP1-CendR mod,SKN-1 block,Rin1 Abl inh,eLon inh,FAS TE block
O=C(CSc1nnc2ccccn12)NNC(=O)c1ccccc1F,-5,-14,i,1,-5,2,3,0,-8
N#Cc1c2c(c(-c3ccco3)[nH]c1=O)CCCC2,42*,-9,i,-42,-2,9,5,19,-19
Cc1ccc2nc(NC(=O)c3ccc(-c4nc5ccccc5s4)s3)sc2c1,-12,-2,i,1,-4,1,-1,-12,1
Cn1c(=O)c2c(nc(N3CCN(c4ccccn4)CC3)n2Cc2ccccc2Cl)n(C)c1=O,11,-3,i,-11,-9,2,0,-7,20
O=C(O)c1ccc(CSCc2c(F)cccc2Cl)o1,10,-4,i,3,0,8,-1,7,1
Cc1cc2c(cc1C)C(c1ccsc1)CC(=O)N2 (stereo not drawn),1,-3,i,2,3,2,-1,2,-6
COc1cc(CN2CCC(n3nccc3NC(=O)C3CCOC3)CC2)ccc1F (stereo not drawn),1,-6,i,-2,-7,-1,-1,-2,-8
Cc1ccc(S(=O)(=O)N2CCN(C(=O)COC(=O)COc3ccc(Cl)cc3C)CC2)c(C)c1,20,-1,i,-1,-4,12,3,1,20
CCOC(=O)Cn1c(=N)n(Cc2ccccc2F)c2ccccc21,-2,-3,i,2,7,30,1,-8,-1
O=[N+]([O-])c1ccc(C2=Nc3cc(Cl)ccc3OC2)cc1,-5,-3,i,0,5,17,-2,2,13
COc1ccc(N2CC(C(=O)N(CC(C)C)c3c(N)n(Cc4ccccc4)c(=O)[nH]c3=O)CC2=O)c(OC)c1 (stereo not drawn),-28,-3,i,2,-6,34,2,3,-5
Cc1cccc(NC(=O)CCN2C(=O)C3C4CCC(C4)C3C2=O)c1C (stereo not drawn),-10,-1,i,-4,-4,9,1,2,-6
CC(=O)c1coc2ccc(OCC(=O)O)cc12,9,0,i,7,14,5,2,0,-4
COc1ccc(C2c3[nH]c4ccccc4c3CCN2C(=O)Cc2nonc2C)c(F)c1 (stereo not drawn),0,-4,i,-9,-17,-3,-4,-4,33
Cc1ccccc1NS(=O)(=O)c1cc(C(=O)Nc2cccnc2)ccc1C,-9,-3,i,2,2,-1,2,-3,0
Cn1c(O)c(C=Nc2ccc(N3CCOCC3)cc2)c(=O)n(C)c1=S,-64,-5,i,-5,138,48,1,-20,-39
CC(C)c1ccc(NC(=O)Nc2nc(C(N)C(C)C)cs2)cc1 (stereo not drawn),3,-1,i,-2,-10,14,-4,1,-13
CCn1c(/C=C/c2ccccc2[N+](=O)[O-])nc2ccccc2c1=O,-3,-10,i,-6,-10,6,5,-12,3
COCCN(C(=O)CSc1nnc(Nc2ccc(C)cc2)s1)c1c(N)n(CC(C)C)c(=O)[nH]c1=O,-34,-4,i,8,5,2,-3,-8,2
O=c1cc(N2CCCCCC2)[nH]c(=O)n1-c1ccccc1Cl,-3,-9,i,-2,-10,-4,0,2,-7
CCC(Oc1ccc2c(c1)C(=O)CC(C)(C)O2)C(=O)NCCN1CCCCCC1 (stereo not drawn),10,-1,/,1,2,17,-3,-1,-6
CC(Oc1ccccc1)C(=O)Nc1nnc(S(=O)(=O)Nc2ccccc2)s1 (stereo not drawn),-26,-1,i,3,-20,1,-2,3,-6
CCOC(=O)/C(=C/c1ccc(OC(=O)c2ccncc2)cc1)C(C)=O,4,-6,i,1,-4,-11,2,1,-2
CC(C)c1ccc(NC(=O)C2(C)Cc3c(-c4ccccc4)ccnc3O2)cc1 (stereo not drawn),17,0,i,-5,1,-4,0,-9,22
O=C(CSc1ccc2c(c1)OCCO2)NCCc1ccc(Cl)cc1Cl,40*,-5,i,-1,3,-2,-1,-9,18

# 7 neighbouring records already listed:
SMILES,MLLE-PAM2 inh,bovine MsrA act,Neddylation inh,MT1-MMP act inh,NRP1-CendR mod,SKN-1 block,Rin1 Abl inh,eLon inh,FAS TE block
COCCN(C(=O)CSc1nnc(Nc2ccc(C)cc2)s1)c1c(N)n(CC(C)C)c(=O)[nH]c1=O,-34,-4,i,8,5,2,-3,-8,2
O=c1cc(N2CCCCCC2)[nH]c(=O)n1-c1ccccc1Cl,-3,-9,i,-2,-10,-4,0,2,-7
CCC(Oc1ccc2c(c1)C(=O)CC(C)(C)O2)C(=O)NCCN1CCCCCC1 (stereo not drawn),10,-1,/,1,2,17,-3,-1,-6
CC(Oc1ccccc1)C(=O)Nc1nnc(S(=O)(=O)Nc2ccccc2)s1 (stereo not drawn),-26,-1,i,3,-20,1,-2,3,-6
CCOC(=O)/C(=C/c1ccc(OC(=O)c2ccncc2)cc1)C(C)=O,4,-6,i,1,-4,-11,2,1,-2
CC(C)c1ccc(NC(=O)C2(C)Cc3c(-c4ccccc4)ccnc3O2)cc1 (stereo not drawn),17,0,i,-5,1,-4,0,-9,22
O=C(CSc1ccc2c(c1)OCCO2)NCCc1ccc(Cl)cc1Cl,40*,-5,i,-1,3,-2,-1,-9,18

# The list continues.
SMILES,MLLE-PAM2 inh,bovine MsrA act,Neddylation inh,MT1-MMP act inh,NRP1-CendR mod,SKN-1 block,Rin1 Abl inh,eLon inh,FAS TE block
O=C(COc1ccc(S(=O)(=O)N2CCOCC2)cc1)NCc1ccco1,0,-2,i,-1,-10,3,0,-15,2
COc1ccc(C2(C(=O)N3CCOCC3)CCOCC2)cc1OC,-2,-2,i,5,0,-6,1,-1,-7
Cc1cccc(NC(=O)C2CCN(S(=O)(=O)c3cccs3)CC2)n1,3,-6,i,-1,1,6,5,0,0
O=c1[nH]c(C2CCN(S(=O)(=O)Cc3ccccc3)CC2)nc2c1nnn2Cc1ccccc1,-8,-10,i,-1,5,12,0,-2,6
CC(NS(=O)(=O)c1ccc(F)cc1)C(=O)NCc1ccncc1 (stereo not drawn),-2,-3,i,0,11,31,1,-5,-6
c1ccc2oc(-c3[nH]ncc3CN(Cc3ccncc3)CC3CCCO3)cc2c1 (stereo not drawn),-12,-1,i,-4,4,3,-5,-2,-9
CC1CCCN(S(=O)(=O)c2ccc(C(=O)NC(C)c3ccccc3)cc2)C1 (stereo not drawn),-57,2,i,0,-4,-22,4,-3,7
O=C(Nc1ccc(F)c(Cl)c1)c1cc(-c2ccco2)on1,-7,-7,i,2,1,-4,-3,-2,5
Cc1c(NC=C(C#N)C#N)c(=O)n(-c2ccccc2)n1C,4,-3,i,0,18,-3,0,5,-5
O=C(CCc1c[nH]c2ccccc12)NC1CC1,3,0,i,2,17,20,1,-4,-8
Cc1cnc(C(=O)Nc2cc(S(=O)(=O)N3CCOCC3)ccc2N2CCN(C)CC2)cn1,-3,-11,i,-6,-1,15,1,7,-10
Oc1ccc(N=Nc2ccc3c(c2)OCCO3)c2ncccc12,3,-8,i,16,8,-5,9.2*,-2,5
Cc1nn(CC(=O)OCCOc2ccc(Br)cc2)c(C)c1[N+](=O)[O-],-1,-1,i,-4,-6,-8,-1,-16,35
N/C(=N\NC(=O)c1cccs1)c1cc2cc(Cl)ccc2oc1=O,11,-8,i,-4,12,-4,0,-1,4
Cc1ccc2cc(/C=C/C(=O)c3ccco3)c(Cl)nc2c1,-20,-5,i,-1,-24,8,0,-36,2
CCSc1ccc(/C(N)=N/OC(=O)c2cccs2)cn1,-5,-2,i,-1,2,18,-2,-7,-2
COc1ccc(/C=C2\SC(N3CCCCC3)=NC2=O)cc1OC,1,-2,i,7,-11,30,0,-9,-2
O/N=C/c1ccc2ccccc2c1,-13,-2,i,-1,4,8,3,-10,-3
COC(=O)CSc1nnc(CNc2nc(-c3ccccc3)cs2)n1C,17,4,i,2,4,12,1,-1,-1
Cc1ccc(C(=O)N/N=C/c2cccnc2)cc1Cl,-5,-7,i,5,6,-6,-5,-4,-8
O=C1C2ON(c3ccccc3)C(c3cccnc3)C2C(=O)N1c1ccccc1 (stereo not drawn),2,-3,i,1,-5,-36,6,5,0
NC(=S)Nc1cc2ccccc2c2ccccc12,7,1,i,-2,3,29,-7,10,-20
CCC(=O)Nc1nnc(Sc2ccc(N(C)C)cc2)s1,12,-5,i,6,-9,-11,0,-5,-8
Cc1ccc(C(=O)N/C(=C\c2ccco2)C(=O)N2CCOCC2)cc1C,4,1,i,-6,2,31,1,11,-7
COc1cc(-c2noc(C)c2-c2ccc(N(C)C)nc2)cc(OC)c1OC,-10,-2,i,28,4,9,1,-2,-8
Cc1nc2ccccn2c1C(=O)N/N=C/c1cc(C)n(-c2ccc(Cl)cc2)c1C,-16,0,i,1,3,12,-6,10,0
COc1cc(NC(=O)Cc2cccs2)c(C(=O)O)cc1OC,4,-2,i,5,-3,-7,2,1,-11
CCSc1ccc(C(=O)NCC(=O)O)cc1,7,-3,i,-4,-6,-15,-2,-5,-7
